USP1 inh = blocks the human USP1/UAF1 deubiquitinase complex; O94782; recombinant USP1/UAF1, Ub-Rhodamine cleavage fluorescence; Potency, µM (series often up to 57.1 µM), inactives show at the highest dose activity change, negative = inhibition, usual class: inhibitors; actives 0.23% (n = 390,000); further: potency means the concentration at half of the fitted maximal effect; on the % scale 0 is the no-effect control and ±100 the full control effect; nearly all actives have a fitted effect of over 60% in size; inactives centre near -12
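1 nM enzyme complex + cpd, 15 min RT; start with Ub-Rho 150nM final; kinetic fluorescence ex 480/em 540, 6 reads q60 s. Buffer 50mM HEPES pH 7.8, 0.5mM EDTA, 0.1 mg/ml BSA, 1mM TCEP, 0.01% Tween-20.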
TrxR1 inh = blocks rat thioredoxin reductase 1 | actives 1% (n = 390,000) | AID 588453 | recombinant rTrxR1, NADPH fluorescence consumption, selenite substrate | Potency, µM (titrated, usually from 114 µM), inactives show at the highest dose activity change, negative = inhibition, most hits filed as inhibitors; further: potency means the concentration at half of the fitted maximal effect; on the % scale 0 is the no-effect control and ±100 the full control effect; nearly all actives have a fitted effect of over 65% in size
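Rat TrxR1 (90 nM in the dispensed reagent) was pre-reduced with 400 uM NADPH for 5 min at room temperature, then incubated with compound for 15 min. After 400 uM selenite was added, NADPH fluorescence (Ex 340/Em 450 nm) was followed for 8 min.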
mIDH1 inhibitor = human IDH1 R132H inhibition | O75874 | IDH1-R132H enzyme, NADPH consumption, diaphorase/resazurin fluorescence | Potency, µM (titrated, usually from 76.6 µM), inactives show at the top dose activity change, negative = inhibition, hits mostly inhibitors | actives 0.093% (n = 390,000); further: potency means the concentration at half of the fitted maximal effect; on the % scale 0 is the no-effect control and ±100 the full control effect; nearly all actives have a fitted effect of over 65% in size
Target sequence (O75874 whole entry R132H, stated change not applied): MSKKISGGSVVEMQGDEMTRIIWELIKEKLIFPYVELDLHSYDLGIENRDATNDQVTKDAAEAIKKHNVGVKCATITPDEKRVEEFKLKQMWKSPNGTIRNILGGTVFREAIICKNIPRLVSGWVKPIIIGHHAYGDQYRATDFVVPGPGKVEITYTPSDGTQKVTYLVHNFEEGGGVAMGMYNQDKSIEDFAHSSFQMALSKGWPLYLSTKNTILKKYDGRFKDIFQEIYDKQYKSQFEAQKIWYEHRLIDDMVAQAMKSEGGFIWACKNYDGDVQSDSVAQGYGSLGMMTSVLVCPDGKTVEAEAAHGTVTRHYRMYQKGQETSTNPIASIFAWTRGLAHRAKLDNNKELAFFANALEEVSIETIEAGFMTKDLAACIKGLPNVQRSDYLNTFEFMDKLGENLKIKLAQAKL
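IDH1-R132H (0.5 ug/mL dispensed) in pH 7.5 Tris buffer was preincubated 30 min with compound, then given a substrate mix of 0.016 mM NADPH and 2 mM alpha-KG for 80 min at room temperature; remaining NADPH was read by diaphorase/resazurin fluorescence.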
GLS inhibitor = blocks human kidney-isoform glutaminase activity | Potency, µM (top dose mostly 45.5 µM), for inactives: at the highest dose activity change, negative = inhibition, most hits filed as inhibitors | actives 0.21% (n = 410,000) | GLS enzymatic activity, qHTS titration | O94925 | AID 624170; further: potency means the concentration at half of the fitted maximal effect; on the % scale 0 is the no-effect control and ±100 the full control effect
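Read-out is an Amplex red fluorescence increase coupled through glutamate oxidase and HRP, measured before and after 30 min room-temperature incubation. hKGA is in 45 mM KH2PO4 (pH 8.2) with 0.02% Tween-20; glutamine added as 1mM solution.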
PGK inhibitor = T. brucei PGK inhibition | P07378 | PGK/GAPDH coupled, Kinase-Glo luminescence, 60 min | Potency, µM (series often up to 57.5 µM), for inactives: top-dose activity change, negative = inhibition, usual class: inhibitors | actives 0.043% (n = 380,000); further: potency means the concentration at half of the fitted maximal effect; on the % scale 0 is the no-effect control and ±100 the full control effect; nearly all actives have a fitted effect of over 60% in size
Target sequence (P07378 whole entry, looked up): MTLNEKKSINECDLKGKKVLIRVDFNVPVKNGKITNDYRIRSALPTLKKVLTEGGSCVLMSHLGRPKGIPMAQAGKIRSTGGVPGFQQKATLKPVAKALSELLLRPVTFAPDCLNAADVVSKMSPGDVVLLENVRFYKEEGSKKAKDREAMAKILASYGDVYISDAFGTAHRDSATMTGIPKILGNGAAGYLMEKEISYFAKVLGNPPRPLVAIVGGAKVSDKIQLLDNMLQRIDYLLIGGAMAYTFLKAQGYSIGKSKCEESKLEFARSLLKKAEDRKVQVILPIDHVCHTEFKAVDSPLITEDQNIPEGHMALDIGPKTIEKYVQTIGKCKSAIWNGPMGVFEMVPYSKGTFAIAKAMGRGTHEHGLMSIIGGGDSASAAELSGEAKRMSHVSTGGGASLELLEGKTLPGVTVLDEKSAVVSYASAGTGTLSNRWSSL
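Recombinant glycosomal PGK reaction used 1,3-bisphosphoglycerate generated in-well by GAPDH (100nM final) in 100mM TEA pH 7.6, 5mM MgCl2, 0.01% Tween-20. After 60 minutes at room temperature, ATP was read by Kinase-Glo Plus luminescence end-point.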
PI4K2A block = blocks human PI4K2A kinase activity; purified PI4K2A, ADP-Glo luminescence, 1 h; hits give low values; activity change, negative = inhibition, % at 76.9 µM; actives 0.13% (n = 420,000); AID 1346378; in the data active means activity change below about -50%; inconclusive means mostly about -30% to -49%;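 further: -100% = wells without enzyme as full effect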
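Compounds are screened against recombinant PI4K2A using PI as substrate and ATP, the latter dispensed at 300 microM. Reactions run one hour at ambient temperature before ADP-Glo detection; full inhibition defined by wells lacking enzyme.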
HP1b chromo inh = HP1-beta chromodomain-methylated histone interaction inhibition | P83916 | AlphaScreen HP1-beta / biotin-H3K9me3 peptide binding | Potency, µM (series often up to 114 µM), without a hit: at the top dose activity change, negative = inhibition, actives largely listed as inhibitors | actives 0.56% (n = 390,000); further: potency means the concentration at half of the fitted maximal effect; nearly all actives have a fitted effect of over 70% in size; inactives centre near 23
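Compound inhibition of the preformed complex between 50 nM HP1-beta and 50 nM biotinylated H3K9me3 peptide was read by AlphaScreen. Buffer was PBS pH 7.4 with 0.01% Tween-20. Incubations ran 30 min at room temperature, with 10 ug/mL donor/acceptor beads.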
TrxR1 substrate = is turned over as a substrate by rat TrxR1; O89049; actives 0.01% (n = 390,000); purified TrxR1 substrate turnover, NADPH consumption readout; AID 588456; Potency, µM (series often up to 114 µM), without a hit: at the top dose activity change, negative = substrate turnover; further: potency means the concentration at half of the fitted maximal effect; on the % scale 0 is the no-effect control and ±100 the full control effect; nearly all actives have a fitted effect of over 50% in size
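Rat TrxR1, dispensed at 90 nM, was prereduced with 400 uM NADPH (final) for 5 min at ~22 deg C, then incubated with compound 15 min before 400 uM selenite. A first-read NADPH fluorescence drop versus no-compound background flagged substrates.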
Pin1 inhibitor = blocks the human prolyl isomerase Pin1; Q13526; Pin1 FP peptide displacement, HiFluor488, 10 min; Potency, µM (titrated, usually from 115 µM), inactives show at the highest dose activity, negative = inhibition, most hits filed as inhibitors; actives 0.009% (n = 390,000); AID 504891; active means well fitted inhibition curve with a large enough effect in the polarisation, with a control signal flat, not every such curve was filed as active; inconclusive means small, poorly fitted or top-dose-only effect, or effect the other way, or a change in a side signal; inactive means no such curve, though single readings can be large or run the other way; the % refers to the polarisation; further: potency means the concentration at half of the fitted maximal effect; on the % scale 0 is the no-effect control and ±100 the full control effect
Target sequence (Q13526 whole entry, looked up): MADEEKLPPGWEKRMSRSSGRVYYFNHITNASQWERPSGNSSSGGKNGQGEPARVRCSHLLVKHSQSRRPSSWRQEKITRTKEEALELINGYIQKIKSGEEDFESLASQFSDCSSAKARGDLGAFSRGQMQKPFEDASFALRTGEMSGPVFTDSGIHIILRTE
* hit, by the source's call; i = inactive; ? = inconclusive; [ ] = another dose, or the depositor's remark. Unless noted, the call rests on the fitted dose curve; in most records, active means well fitted curve in the direction sought with a large enough effect; inconclusive means small, poorly fitted or top-dose-only effect, or another doubt; inactive means no such curve, though single readings can be large; an effect the other way counts as inactive or inconclusive. The list is partial; rates above refer to the full screens.

SMILES | USP1 inh | TrxR1 inh | mIDH1 inhibitor | GLS inhibitor | PGK inhibitor | PI4K2A block | HP1b chromo inh | TrxR1 substrate | Pin1 inhibitor
COc1ccc(-c2cc(C(=O)NCCCN3CCCC3=O)c3ccccc3n2)cc1OC | -6.9% | 4.8% | -17.2% | -2.2% | -3.6% | -3.9 | 18.9% | -9.9% | -5.9%
CCC(C(=O)Nc1ccncc1)c1ccccc1 (centres undefined) | -12.1% | 7.7% | -7.2% | 5.5% | 0.6% | -2.4 | 15.3% | -3.2% | -10.4%
COc1ccc(-n2nc([N+](=O)[O-])c(=NCc3ccc4c(c3)OCO4)n2O)cc1 | -11.0% | -13.3% | 1.8% | 1.9% | -6.8% | 0.5 | ? | -12.5% | 0.0%
CC(C)(C)c1ccc(S(=O)(=O)N2CCC(Oc3ccc(-n4cnnn4)cc3)CC2)cc1 | -20.8% | 19.8% | -6.8% | 2.2% | -9.9% | -3.4 | 16.4% | 5.9% | -0.9%
COc1cc(OC)cc(C(=O)NC(=S)NNC(=O)[C@H]2C[C@@H]2c2ccccc2)c1 | 6.3% | 0.6%[11.4 µM] | 1.0% | -4.9% | -2.1% | 2.7 | -22.8% | 5.8%[57.1 µM] | -1.2%
Cn1nnnc1SCc1ccc(C(=O)Nc2nccs2)cc1 | -12.5% | 21.9% | 2.1% | -9.9% | -6.5% | 7.1 | 34.8% | 5.8% | -6.2%
O=S1(=O)CC2SC(=S)N(c3ccccc3)C2C1 (centres undefined) | -7.2% | 20.0% | -3.9% | -5.3% | i | 2.4 | 46.1%[activator] | 1.0% | -9.5%
Cc1cccc(NC(=O)C2CCN(C(=O)c3ccc(F)cc3)CC2)n1 | ? | 12.3% | 1.6% | 6.7% | 4.6% | 2.3 | 44.9% | 10.1%[57.1 µM] | -0.2%
COc1ccccc1NC(=O)C1C2CCCCC21 (centres undefined) | -10.4% | 11.7% | 4.1% | 3.0% | -5.4% | 3.0 | 63.8%[activator] | 2.2% | 10.5%
CCOC(=O)COc1cc2oc(=O)cc(C)c2cc1[N+](=O)[O-] | -11.5% | 12.5% | 0.5% | -2.8% | i | -4.6 | 28.1% | -6.9% | -2.0%
CCc1cccc(C)c1NC(=O)C1C2CCC(O2)C1C(=O)O (centres undefined) | 4.7% | -12.3% | 2.5% | -8.1% | 4.3% | -8.0 | 23.3% | -5.5% | 4.9%
CCCSC1=C(C#N)C2(CCCCC2)C(C#N)=C(N)N1 | ? | 25.6%[57.1 µM] | 7.9% | ? | -1.0% | -4.8 | 7.4% | 5.4%[57.1 µM] | 8.3%
CC(=O)Nc1ccc2c(c1)nc1n2CCSC1 | -14.9% | 62.1%[activator] | 12.1% | 2.0% | -5.0% | -4.0 | 49.4%[activator] | 13.1% | -2.4%
C=CCn1c(SCC(=O)c2cc(C)n(CCOC)c2C)nc2sc(C)c(C)c2c1=O | -1.0% | -7.1% | 0.1% | 12.9% | 1.3% | -3.7 | 27.1% | 0.7% | 5.4%
COc1ccc(C2(CNC(=O)c3ccc(OC)c([N+](=O)[O-])c3)CCCCC2)cc1OC | -2.0% | -14.0% | 27.9% | 0.6% | 0.0% | 5.9 | -12.7% | -11.6% | 6.0%
CCOC(=O)C1Oc2ccccc2C(c2ccc(F)cc2)=C1C(=O)OC (centres undefined) | -22.1% | 30.9% | 18.7% | 1.9% | -3.1% | -0.9 | 53.3%[activator] | 5.0% | -4.8%
CCN(CC)C(=O)CSc1ncccc1-c1nc2ccccc2[nH]1 | -21.8% | 7.9% | 7.6% | -6.9% | 1.6% | 0.0 | 34.1% | 11.6% | 8.8%
O=C(NCc1ccco1)c1ccccc1Nc1ccc(F)cc1 | -23.3% | -3.3% | 6.7% | -16.6% | -5.2% | -1.9 | -3.9% | 0.9% | -7.1%
O=C(/C=C/c1ccc(Br)cc1)Nc1ccc(S(=O)(=O)Nc2ncccn2)cc1 | -2.3% | -0.1% | -20.6% | 1.9% | -4.5% | 2.6 | 32.8% | -5.2% | 16.8%
Cc1nc(-c2ccccc2)sc1-c1ccnn1C | -14.8% | -14.7% | 1.7% | 2.3% | -4.2% | -0.4 | 76.7%[activator] | 120.8%[activator] | 6.0%

Next section, overlapping the part above by 3 compounds.
SMILES | USP1 inh | TrxR1 inh | mIDH1 inhibitor | GLS inhibitor | PGK inhibitor | PI4K2A block | HP1b chromo inh | TrxR1 substrate | Pin1 inhibitor
O=C(NCc1ccco1)c1ccccc1Nc1ccc(F)cc1 | -23.3% | -3.3% | 6.7% | -16.6% | -5.2% | -1.9 | -3.9% | 0.9% | -7.1%
O=C(/C=C/c1ccc(Br)cc1)Nc1ccc(S(=O)(=O)Nc2ncccn2)cc1 | -2.3% | -0.1% | -20.6% | 1.9% | -4.5% | 2.6 | 32.8% | -5.2% | 16.8%
Cc1nc(-c2ccccc2)sc1-c1ccnn1C | -14.8% | -14.7% | 1.7% | 2.3% | -4.2% | -0.4 | 76.7%[activator] | 120.8%[activator] | 6.0%
On1cnnc1-c1ccccc1 | -14.2% | 7.1%[57.1 µM] | 5.9% | 0.9% | i | -0.8 | 26.5% | -6.4%[57.1 µM] | 4.6%
NS(=O)(=O)c1cccc(NC(=O)CSc2nnc(-c3ccncc3)n2C2CC2)c1 | -17.7% | -6.3% | 24.6% | -8.0% | -0.8% | -1.8 | 55.0%[activator] | 3.8% | 6.5%
COCCN(C(=O)CSc1nnc(-c2ccc(C)c(C)c2)o1)c1c(N)n(CC(C)C)c(=O)[nH]c1=O | -25.6% | 8.3%[57.1 µM] | 8.3% | 0.4% | -8.7% | -0.4 | -2.8% | 2.2%[57.1 µM] | -6.2%
O=C(CN(Cc1ccc(F)cc1)C(=O)CNS(=O)(=O)c1ccc(Cl)cc1)NCC1CCCO1 (centres undefined) | -10.5% | 18.4% | -1.2% | 20.5% | i | -13.1 | -6.2% | 5.7% | 3.7%
Cc1ccc(N2C(=O)CN(Cc3cccs3)C2=S)cc1C | -10.4% | 35.7%[57.1 µM] | -1.1% | -10.0% | -3.0% | -8.2 | 31.1% | 11.3% | 6.1%
C=CCOC(=O)C1=C(C)N(C)C(=O)NC1c1cc2c(cc1Br)OCO2 (centres undefined) | -8.3% | -2.3% | -4.8% | -1.5% | -5.4% | -2.8 | 11.1% | -9.6% | -1.0%
Cc1ccc(S(=O)(=O)/C(C#N)=C/c2ccccc2OCc2ccccc2)cc1 | -1.2% | -10.1% | 6.5% | 11.0% | 0.9% | 76.4 | 8.0% | -1.1% | ?
CCN(C(=O)c1ccc(S(=O)(=O)N2CCC(C)CC2)cc1)C1CCS(=O)(=O)C1 (centres undefined) | -15.9% | 7.4% | 4.7% | -1.0% | -1.0% | -1.7 | 31.4% | -1.3% | -11.1%
CN1CCN(c2nc(Nc3cccc(C(F)(F)F)c3)nc(N3CCOCC3)n2)CC1 | -1.9% | 15.6%[57.1 µM] | 14.1% | -4.6% | -10.7% | -2.9 | -2.0% | 8.7%[57.1 µM] | -0.7%
CCCc1cc(=O)oc2c(C)c(OC(C)C(=O)NCCN3CCOCC3)ccc12 (centres undefined) | -9.3% | -4.1% | 6.8% | 2.6% | -9.6% | -1.8 | 36.0% | 27.8% | -5.8%
COc1ccc(C2NC(=O)CS2)cc1 (centres undefined) | -21.1% | 9.4%[57.1 µM] | 5.2% | -4.9% | i | -2.8 | 29.6% | -3.0%[57.1 µM] | -9.2%
CC(NC1CCCCC1)C(=O)NN=C(c1ccccc1)c1ccccc1 (centres undefined) | -10.4% | -2.8%[57.1 µM] | 0.6% | 13.6% | -19.4% | -3.9 | -11.7% | 4.5%[57.1 µM] | 1.3%
Cc1cc(NC(=O)c2cccc(Br)c2)no1 | -7.9% | 12.4%[57.1 µM] | 6.2% | 7.7% | -16.4% | -0.8 | 7.0% | 4.4%[57.1 µM] | -9.6%
CC(C)c1ccc(C2C3=C(COC3=O)Nc3cc4c(cc32)OCO4)cc1 (centres undefined) | -14.9% | 9.1%[57.1 µM] | -9.8% | ? | -3.3% | 0.7 | 11.4% | 39.1% | -3.5%
Cc1cc(C)c(S(=O)(=O)c2c(C)cccc2C)c(Cl)n1 | -10.3% | 28.5% | 15.4% | 11.2µM* | i | 0.4 | 15.6% | 12.9% | -2.9%
CCCCOc1ccc(CC2CCC(=O)NC2=O)cc1 (centres undefined) | -14.9% | 15.4%[57.1 µM] | 21.6% | 2.3% | 1.9% | -2.8 | 17.3% | 11.8%[57.1 µM] | 3.9%
COCCn1c(=O)sc2ccccc2c1=O | -13.2% | 22.9%[57.1 µM] | 3.0% | ? | i | 2.3 | 3.1% | 8.6% | -5.8%
Cc1onc(-c2ccccc2Cl)c1C(=O)O/N=C(\N)c1ccc([N+](=O)[O-])o1 | -9.7% | -22.7% | 1.2% | 1.3% | i | -4.5 | -11.6% | -7.5% | -1.4%
COc1cccc(OCc2cc(C(=O)NCc3ccccn3)no2)c1 | -27.5% | 21.1% | -5.1% | -10.7% | -0.5% | 2.3 | 40.4%[activator] | 3.3% | 1.6%
O=C(COc1ccc(/C=N/NS(=O)(=O)c2ccccc2)cc1)Nc1ccccc1 | -4.8% | 18.3% | 7.9% | 6.2% | -2.9% | -1.0 | 9.8% | 4.2% | -0.2%
